p53null 39C kill = p53 null cell cytotoxicity, nonpermissive temperature. 0.97% of 55,000 active. H1299 p53-null (neo) cells, 39C, ATPlite viability, 24 h. Potency, µM (highest dose often 46.1 µM), without a hit: at the highest dose activity, negative = cell killing, most hits filed as cytotoxic. AID 904;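 note: potency is the fitted concentration of half-maximal effect; 0% = DMSO only and -100% = full killing by 100 µM tamoxifen; nearly all actives have a fitted effect of over 50% in size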
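Luminescent ATP signal reported cell survival after H1299 lines (neo, p53 null; or p53 A138V) received up to 46 uM compound and 24 hr incubation at 39C.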
TSG101-PTAP inh = TSG101-PTAP interaction inhibition, HIV-1 budding; Fluorescence polarization, FITC-PTAP peptide/Tsg101, 20 min; 44,000 tested, under 10 active; Potency, µM (top dose mostly 115 µM), without a hit: at the top dose activity change, negative = inhibition, most hits filed as inhibitors; note: potency is the fitted concentration of half-maximal effect; 0% is about no effect
Target sequence (Q99816 whole entry, looked up): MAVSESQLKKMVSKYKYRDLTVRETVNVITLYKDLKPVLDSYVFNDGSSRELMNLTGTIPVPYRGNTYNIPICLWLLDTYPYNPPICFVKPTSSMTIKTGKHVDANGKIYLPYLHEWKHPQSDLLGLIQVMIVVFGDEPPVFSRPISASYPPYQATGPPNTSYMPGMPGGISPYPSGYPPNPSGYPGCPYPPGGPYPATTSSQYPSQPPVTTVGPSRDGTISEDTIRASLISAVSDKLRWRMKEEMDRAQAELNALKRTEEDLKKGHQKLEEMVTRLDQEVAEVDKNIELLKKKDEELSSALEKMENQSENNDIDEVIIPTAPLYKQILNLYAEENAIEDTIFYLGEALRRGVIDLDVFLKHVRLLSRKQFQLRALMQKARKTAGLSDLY
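The Tsg101 binding domain, at 10 uM final, is mixed with compound and a FITC peptide bearing the PTAP motif (50 nM final). After 20 min at r.t., polarization is measured; actives defined by CRC class, efficacy cut-off 60% inhibition.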
GALK inh = GALK (human) enzyme inhibition; P51570; recombinant GALK, Kinase-Glo ATP luminescence, 1 h; Potency, µM (series often up to 57.5 µM), for inactives: at the highest dose activity, negative = inhibition, actives largely listed as inhibitors; 44,000 tested, under 10 active; AID 1347072;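 note: plate controls were full GALK reaction for no effect and reaction lacking GALK for full effect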
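5 nM GALK; 35 uM ATP; 100 uM D-galactose; 20 mM HEPES pH 8.0, 5 mM MgCl2, 60 mM NaCl, 1 mM DTT, 0.01% BSA; 1 h RT; Kinase-Glo Plus luminescence.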
FH mod = Identification of activators of human fumarate hydratase by quantitative high-throughput screening | FH coupled MDH/diaphorase resazurin fluorescence, 15 min | Potency, µM (top dose mostly 79.9 µM), for the others: at the highest dose activity change, negative = inhibition, usual class: inhibitors | 0.22% of 54,000 active | AID 1347055, 2019; note: potency is the fitted concentration of half-maximal effect; % is set by controls: 0 for no effect and ±100 for the full control effect; the screen sought activators but most active calls are inhibition curves; nearly all actives have a fitted effect of over 45% in size
Target sequence (P07954 whole entry, looked up): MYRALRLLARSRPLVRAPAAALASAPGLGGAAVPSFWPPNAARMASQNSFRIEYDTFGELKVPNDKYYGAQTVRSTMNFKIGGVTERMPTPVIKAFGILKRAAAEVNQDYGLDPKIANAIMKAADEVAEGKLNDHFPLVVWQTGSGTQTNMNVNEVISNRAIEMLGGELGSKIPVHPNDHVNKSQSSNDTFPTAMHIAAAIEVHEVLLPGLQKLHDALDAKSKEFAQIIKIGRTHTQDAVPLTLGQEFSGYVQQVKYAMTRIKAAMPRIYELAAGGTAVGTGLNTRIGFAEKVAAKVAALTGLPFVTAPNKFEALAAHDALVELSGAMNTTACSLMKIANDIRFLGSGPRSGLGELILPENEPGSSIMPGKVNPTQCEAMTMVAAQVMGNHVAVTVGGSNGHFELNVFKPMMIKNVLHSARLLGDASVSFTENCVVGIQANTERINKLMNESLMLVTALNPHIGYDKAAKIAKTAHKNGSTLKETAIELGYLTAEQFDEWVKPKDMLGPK
B2AR arrestin ag = agonists recruiting beta-arrestin to human beta2-adrenergic receptor; P07550; HTLA Tango cells, beta-arrestin recruitment, luciferase luminescence, 18 h; Potency, µM (titrated, usually from 46.1 µM), inactives show at the top dose activation, usual class: activators; 44,000 tested, under 10 active;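 note: potency is the fitted concentration of half-maximal effect; 0% = DMSO and full agonism = EC100 isoproterenol or metaproterenol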
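Luminescence read-out: arrestin recruitment to recombinant beta2-AR releases tTA, inducing luciferase. Cells exposed 18 hr at 37 degrees C to up to 46 microM compound; %Activity from corrected signal, concentration-response curves classified by r2, magnitude and efficacy.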
NTMT1 inh = NTMT1 methyltransferase inhibition | Potency, µM (top dose mostly 114 µM), without a hit: at the top dose activity change, negative = inhibition, hits mostly inhibitors | Q9BV86 | AID 1645870 | 2.5% of 59,000 active | NTMT1 MTase-Glo SAH luminescence, purified enzyme;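 note: potency is the fitted concentration of half-maximal effect; plate controls were DMSO vehicle for no effect and no enzyme for full effect; nearly all actives have a fitted effect of over 65% in size; many of its hits are not listed in these tables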
p53null 32C kill = selectivity test: cytotoxicity in p53 null cells, permissive temperature. H1299-neo p53 null cells, ATP luminescence, 24 h, 32C. Potency, µM (highest dose often 46.1 µM), for the others: at the top dose activity change, negative = cytotoxicity, hits mostly cytotoxic. 0.62% of 55,000 active. AID 903;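 note: potency is the fitted concentration of half-maximal effect; 0% = DMSO only and -100% = full killing by 100 µM tamoxifen; nearly all actives have a fitted effect of over 55% in size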
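Cytotoxicity: H1299-neo (no p53), 32C, 24 h treatment. Concentrations up to 46 uM. Readout cellular ATP, luminescence. Normalization to DMSO basal and tamoxifen 100 uM maximal kill.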
Starred values were filed as active, the others as inactive; ? = inconclusive; . = no result given; [ ] = remark or other dose. Calls come from the whole dose curve; as a rule, active = well fitted curve in the direction sought with a large enough effect; inconclusive = small, poorly fitted or top-dose-only effect, or another doubt; inactive = no such curve, though single readings can be large; an effect the other way counts as inactive or inconclusive.

SMILES	p53null 39C kill	TSG101-PTAP inh	GALK inh	FH mod	B2AR arrestin ag	NTMT1 inh	p53null 32C kill
CCn1c(=O)c2cc(C(=O)NC3CCC(C)CC3)sc2c2ccccc21 (stereo unspecified)	-9%	-6%	0%	?	-2%	4%	-7%
O=c1c(-c2cc(-c3ccccc3)nc3c2COc2ccc(Cl)cc2-3)coc2ccccc12	.	-6%	1%	5%	1%	13%	.
Cc1ccccc1NC(=O)Cn1c(=O)n(Cc2ccc3c(c2)OCO3)c(=O)c2ccc(C(=O)NC3CCCCC3)cc21	-1%	3%	1%	5%	1%	-8%	11%
Cc1ccc(N2C(=O)CS(=O)(=O)C23C(=O)Nc2ccccc23)cc1C (stereo unspecified)	-26%	2%	-6%	-6%	-1%	?	13%
Cc1cccc(NC(=O)COc2ccc(-c3nn(C)c(=O)c4ccccc34)cc2)c1	-2%	-5%	2%	-17%	1%	2%	2%
CCN(CC)S(=O)(=O)c1ccc(OC)c(NC(=O)c2sc3ccccc3c2Cl)c1	-4%	0%	2%	-4%	0%	-8%	1%
CCc1ccc(NC(=O)C2CCN(C(=O)N3CC(CC)Oc4ccccc43)CC2)cc1 (stereo unspecified)	3%	-2%	2%	-19%	0%	1%	14%
Cc1cc(C)c(S(=O)(=O)NCCc2cc3ccc(C)c(C)c3[nH]c2=O)c(C)c1	7%	-1%	3%	-25%	0%	-2%	-3%
COc1cc(-c2nnc(SCCOc3ccc(Cl)cc3C)o2)cc(OC)c1OC	11%	1%	1%	.	-2%	.	-5%
Cc1cc(C)cc(N2C(=O)CSC23C(=O)N(CC(=O)Nc2ccc(F)cc2F)c2ccccc23)c1 (stereo unspecified)	2%	-4%	-2%	-9%	1%	8%	5%
Cc1cccc(NC(=O)CC2Nc3cccc4cccc(c34)NC2=O)c1 (stereo unspecified)	-6%	1%	4%	-14%	0%	-12%	3%
O=C(Cn1c(SCc2ccc(F)cc2)nc2cccnc21)Nc1ccccc1F	-25%	2%	0%	-2%	0%	-4%	-23%
Cc1cccc(OCc2ccc(-c3nc(C#N)c(N4CCC(C(N)=O)CC4)o3)o2)c1	19%	4%	-13%	1%	-3%	-1%	10%
CCc1ccc(-n2c(SCC(=O)NC(C)CC)nc3n[nH]c(C)c3c2=N)cc1 (stereo unspecified)	13%	4%	0%	-14%	4%	?	13%
Cc1nn(Cc2ccccc2Cl)c(C)c1NC(=O)c1cc(C(C)C)on1	2%	-1%	0%	.	0%	.	9%
CCc1ccc(OCC(=O)Nc2c(C(=O)c3ccc(Br)cc3)oc3ccccc23)cc1	-19%	1%	3%	1%	1%	6%	-1%
Cc1ccc(C(=O)Nc2nnc(S(=O)(=O)N(C)Cc3ccco3)s2)cc1	?	1%	-12%	8%	0%	-3%	-10%
O=S(=O)(c1ccc(Br)cc1)c1nnn2c1nc(NC1CCCCCC1)c1sccc12	-7%	-4%	1%	-1%	1%	-3%	3%
O=c1cc(CSc2ccccc2)[nH]c2ccc(F)cc12	-17%	0%	0%	2%	0%	-4%	-4%
Cc1ccc(CC(=O)Nc2ccc3c(c2)N(C)C(=O)c2ccccc2S3)cc1	26%	-4%	2%	-29%	?	-20%	12%
CCOC(=O)N1CCN(C(=O)c2ccc3c(c2)N(Cc2ccccc2F)C(=O)c2ccccc2S3=O)CC1 (stereo unspecified)	-20%	-4%	0%	2%	-1%	-2%	2%
CC(C)(C)c1ccc(-c2nc(SCC(=O)Nc3ccc(Cl)cc3)[nH]c(=O)c2C#N)cc1	4%	-9%	4%	?	-4%	20µM*	-4%
COc1ccccc1NC(=O)CSc1oc(-c2ccccc2)nc1S(=O)(=O)c1ccccc1	-9%	6%	0%	-16%	1%	-9%	-2%
CCC(=O)N1c2ccccc2CC1C(=O)NCCc1ccc(SC)cc1 (stereo unspecified)	10%	1%	-4%	?	1%	-5%	-4%
Cc1ccc(-c2nc(C)c(CCNC(=O)c3ccccc3Br)s2)cc1	-9%	0%	2%	-18%	0%	7%	-2%
N#C/C(=C/c1ccc(Cl)cc1Cl)c1nc2ccccc2c(=O)[nH]1	13%	3%	2%	-7%	-1%	?	6%
CCOc1ccc(OCC)c(NC(=O)c2nnn(CC(=O)Nc3ccc(C)cc3C)c2N)c1	-9%	-1%	8%	-7%	1%	-5%	8%
COc1ccccc1CNC(=O)c1ccc2c(c1)CCN2S(=O)(=O)c1ccccc1	-18%	-5%	1%	-21%	-1%	-6%	1%
CCc1ccc(C(=O)COC(=O)C(NC(=O)C2CCC(C)CC2)C(C)C)cc1 (stereo unspecified)	35%[activator]	0%	3%	-3%	-2%	11%	-1%
COc1ccccc1N1CCN(c2cc(C)nc3c(-c4ccc(Cl)cc4)c(C)nn23)CC1	10%	-1%	2%	6%	-1%	-2%	0%
CCOC(=O)c1cc(-c2ccccc2)n(CCCC(=O)Nc2cccc(C)c2C)c1C	7%	3%	0%	-9%	0%	6%	-3%
CCc1ccc(NC(=O)N2CCOc3ccc(Cl)cc32)cc1	-2%	-1%	4%	?	0%	?	2%
CCn1cc(C(=O)NCc2ccc(C)cc2)c(=O)c2cc(S(=O)(=O)N3CCc4ccccc4C3)ccc21	?	-2%	-2%	-9%	-2%	9%	4%
CCC(=O)N1c2ccccc2CC1C(=O)NCc1cccc(C)c1 (stereo unspecified)	-9%	-3%	-4%	2%	0%	-1%	3%
COc1cccc(NC(=O)C2CCCN(S(=O)(=O)c3cn(C(C)C)cn3)C2)c1 (stereo unspecified)	-9%	-5%	4%	-34%	1%	3%	-5%
CCCc1cnc2c(c1SCC(=O)Nc1ccccc1F)c(=O)n(C)c(=O)n2C	18%	-3%	-1%	0%	-3%	4%	6%
CCc1cccc(C)c1Nc1c(-c2ccc(N(C)C)cc2)nc2cnccn12	-4%	-1%	-7%	?	-2%	?	8%
Cc1cc(C)c(NC(=O)Cn2c(=O)n(Cc3ccc4c(c3)OCO4)c(=O)c3ccc(C(=O)NC4CCCCC4)cc32)c(C)c1	24%	2%	0%	5%	0%	30%	4%
Cc1ccccc1-n1c2nc(=O)[nH]c(=O)c-2cc2c(Cl)cccc21	-16%	-2%	-23%	1%	-1%	-17%	3%
Cc1ccc(C(C)C)c(OCC(=O)Nc2ccc(S(=O)(=O)Nc3onc(C)c3C)cc2)c1	-14%	8%	0%	-8%	-2%	-7%	-5%

Part of the list above, comma-delimited.
SMILES,p53null 39C kill,TSG101-PTAP inh,GALK inh,FH mod,B2AR arrestin ag,NTMT1 inh,p53null 32C kill
CCOC(=O)N1CCN(C(=O)c2ccc3c(c2)N(Cc2ccccc2F)C(=O)c2ccccc2S3=O)CC1 (stereo unspecified),-20%,-4%,0%,2%,-1%,-2%,2%
Cc1ccc(C(=O)Nc2nnc(S(=O)(=O)N(C)Cc3ccco3)s2)cc1,?,1%,-12%,8%,0%,-3%,-10%

Of the compounds above, 3 contain a thiophene ring, fused or not.
SMILES	p53null 39C kill	TSG101-PTAP inh	GALK inh	FH mod	B2AR arrestin ag	NTMT1 inh	p53null 32C kill
CCn1c(=O)c2cc(C(=O)NC3CCC(C)CC3)sc2c2ccccc21 (stereo unspecified)	-9%	-6%	0%	?	-2%	4%	-7%
CCN(CC)S(=O)(=O)c1ccc(OC)c(NC(=O)c2sc3ccccc3c2Cl)c1	-4%	0%	2%	-4%	0%	-8%	1%
O=S(=O)(c1ccc(Br)cc1)c1nnn2c1nc(NC1CCCCCC1)c1sccc12	-7%	-4%	1%	-1%	1%	-3%	3%

Other entries.
SMILES	p53null 39C kill	TSG101-PTAP inh	GALK inh	FH mod	B2AR arrestin ag	NTMT1 inh	p53null 32C kill
Cc1ccc(C)c(N2CCN(CCCNC(=O)c3cnn(-c4ccc(F)cc4)c3C3CCN(C(=O)OC(C)(C)C)CC3)CC2)c1	25µM*	-7%	0%	?	-1%	-1%	22%
CCN(CC)CCOC(=O)c1ccc(NC(=O)CSc2cc(=O)n(CC)c3ccccc23)cc1	2.5µM*	-1%	7%	-26%	-1%	-3%	4%
Cc1cc(=O)[nH]c2nnc(SCC(=O)Nc3ccc(OC(F)(F)F)cc3)n12	15%	-6%	0%	5%	-3%	3%	-9%
O=C(Nc1ccc(F)cc1F)c1cc(S(=O)(=O)N2CCCCC2)c[nH]1	-5%	0%	0%	4%	0%	-5%	-7%
COc1ccccc1OCCCn1c(C2CC(=O)N(c3ccc(F)cc3)C2)nc2ccccc21 (stereo unspecified)	?	-2%	-4%	0%	-4%	-6%	-7%
CCOC(=O)c1ccc(NC(=O)c2ccc3c(c2)c(C)c(C)n3Cc2ccc(F)cc2)cc1	-3%	0%	-2%	-8%	-1%	?	6%
COC(=O)c1ccccc1NC(=O)C1=CC(c2cccs2)=NS(=O)(=O)N1C	29%	-1%	3%	-7%	-3%	5%	-8%
COc1cccc(N2C(=O)C(CC(=O)Nc3cccc(F)c3)N(C3CCCC3)C2=O)c1 (stereo unspecified)	0%	-4%	2%	.	0%	.	-4%
CCN(C(=O)CSc1nc2ccccc2n1Cc1ccc(F)cc1Cl)c1ccccc1	7%	-2%	2%	-14%	-1%	-15%	1%
CC1Cc2cc(S(=O)(=O)NCCc3ccc(Cl)cc3)ccc2N1C(=O)C1CCC1 (stereo unspecified)	-28%	3%	3%	.	0%	.	11%
Cc1oc2c(C)c3oc(=O)c(CC(=O)N4CCCCC4)c(C)c3cc2c1C	?	1%	2%	-11%	-2%	2%	-5%
CC(C)Sc1ncc(Cl)c(C(=O)Nc2ccc(S(=O)(=O)N3CCCCC3)cc2)n1	-1%	-3%	0%	-11%	-1%	-1%	-1%
COc1cccc(CNC(=O)C2CCN(c3ncnc4c3nc3n4CCCCC3)CC2)c1	-9%	-1%	1%	-3%	0%	-11%	5%
COc1ccc(S(=O)(=O)Nc2cc3c(C(=O)OC(C)C)c(C)oc3c3ccccc23)cc1	-7%	-1%	0%	?	1%	-3%	5%
Cc1cccc(CCNC(=O)c2ccc3c(c2)N(Cc2ccccc2F)C(=O)c2ccccc2S3)c1	12%	4%	0%	-16%	0%	-12%	21%
CC(C)c1ccc(NC(=O)C2CCCN(S(=O)(=O)c3ccc4[nH]c(=O)ccc4c3)C2)cc1 (stereo unspecified)	-18%	0%	4%	6%	-1%	6%	-10%
Cn1c(=O)c2c(ncn2CC(=O)Nc2cccc(Cl)c2Cl)n(C)c1=O	9%	2%	0%	8%	0%	4%	9%
Cc1ccc(CNC(=O)CCCc2nnc3n(CC(C)C)c(=O)c4sccc4n23)cc1	-1%	1%	0%	-2%	-1%	-1%	-1%
CN(C(=O)CSc1nc2ccc(NC(=O)COc3ccc(F)cc3)cc2s1)c1ccccc1	-17%	-6%	-1%	-20%	-4%	4%	-2%
COc1ccc(OC)c(-c2cc(C(=O)NCc3ccc(Cl)cc3)no2)c1	-21%	3%	-1%	.	0%	.	2%
CCCCn1c(=O)nc2n(-c3ccc(Br)cc3)c3ccccc3cc-2c1=O	15%	-2%	-1%	-2%	8%	-10%	6%
COc1ccc(-c2cc(C(=O)Oc3cccc(C)c3C)c3ccccc3n2)cc1	1%	-1%	1%	0%	0%	16%	-18%

Compound activity as filed in PubChem BioAssay.

A portion of the library. The share of hits here may be higher or lower than overall.
